Screening results as filed in PubChem.
GRP78 ERSR act: inducers of ER stress response in human glioma cells; Potency, µM, without a hit: at the top dose activation, actives largely listed as activators; U87-MG GRP78 promoter luciferase reporter, 16 h; actives 0.02% (n = 420,000); further: potency means the concentration at half of the fitted maximal effect; series mostly up to about 76 µM; % of control where 0% means no effect; nearly all actives have a fitted effect of over 35% in size
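Stably transfected U87-MG human glioma cells carrying a GRP78-based luminescent sensor were seeded at 1000 cells/well, pin-dosed with compounds and incubated 16 h. Luciferase reagent was then added, and end-point luminescence was read after 10 min at room temperature.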
TrxR1 inh: rat TrxR1 inhibition; Potency, µM (top dose mostly 114 µM), without a hit: top-dose activity change, negative = inhibition, most hits filed as inhibitors; O89049; actives 1% (n = 390,000); AID 588453; recombinant rTrxR1, NADPH fluorescence consumption, selenite substrate; further: potency means the concentration at half of the fitted maximal effect; on the % scale 0 is the no-effect control and ±100 the full control effect; nearly all actives have a fitted effect of over 65% in size
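Rat TrxR1 (90 nM in the dispensed reagent) was pre-reduced with 400 uM NADPH for 5 min at room temperature, then incubated with compound for 15 min. After 400 uM selenite was added, NADPH fluorescence (Ex 340/Em 450 nm) was followed for 8 min.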
Vif-A3G inh: Vif-A3G binding inhibition. HeLa A3G-eYFP + Vif (tagged APOBEC3G with the HIV-1 protein that degrades it), YFP fluorescence, overnight. AID 602310. actives 0.076% (n = 410,000). Potency, µM (highest dose often 46.1 µM), inactives show at the top dose activity, negative = active, hits mostly inhibitors;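 further: potency means the concentration at half of the fitted maximal effect; on the % scale 0 is the no-effect control and ±100 the full control effect; nearly all actives have a fitted effect of over 60% in size; hits raise eYFP signal because A3G escapes Vif-driven loss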
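Read-out is eYFP fluorescence (Ex 488/Em 500-530) from Vif-expressing HeLa A3G-eYFP cells; more signal means A3G escaped Vif-mediated degradation. Cells plated overnight, compound pinned in, incubated overnight at 37 deg C.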
IDH1 R132H inh: blocks human mutant IDH1 R132H enzyme; Potency, µM (titrated, usually from 76.6 µM), without a hit: at the top dose activity change, negative = inhibition, actives largely listed as inhibitors; O75874; AID 602179; actives 0.093% (n = 390,000); IDH1-R132H enzyme, NADPH consumption, diaphorase/resazurin fluorescence; further: potency means the concentration at half of the fitted maximal effect; on the % scale 0 is the no-effect control and ±100 the full control effect; nearly all actives have a fitted effect of over 65% in size
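IDH1-R132H (0.5 ug/mL) preincubated 30 min with compound, then NADPH (0.016 mM) and alpha-KG (2 mM) added; 80 min at RT, pH 7.5. Remaining NADPH coupled via diaphorase/resazurin to fluorescence (540/590 nm); concentration-response curves normalized to no-enzyme control.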
TrxR1 substrate: substrates of rat thioredoxin reductase 1; O89049; purified TrxR1 substrate turnover, NADPH consumption readout; Potency, µM (titrated, usually from 114 µM), inactives show top-dose activity change, negative = substrate turnover; actives 0.01% (n = 390,000); further: potency means the concentration at half of the fitted maximal effect; on the % scale 0 is the no-effect control and ±100 the full control effect; nearly all actives have a fitted effect of over 50% in size
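Rat TrxR1, dispensed at 90 nM, was prereduced with 400 uM NADPH (final) for 5 min at ~22 deg C, then incubated with compound 15 min before 400 uM selenite. A first-read NADPH fluorescence drop versus no-compound background flagged substrates.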
Vif-A3F inh: blocks the Vif interaction with APOBEC3F. HeLa A3F-eYFP + Vif (tagged APOBEC3F with the HIV-1 protein that degrades it), YFP fluorescence increase. actives 0.2% (n = 390,000). Potency, µM (doses to about 46.1 µM), inactives show top-dose activity, negative = active; further: potency means the concentration at half of the fitted maximal effect; % of control where 0% means no effect; nearly all actives have a fitted effect of over 65% in size
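HeLa cells stably expressing A3F-eYFP plus Vif, plated and incubated overnight at 37 deg C, then exposed to compounds overnight at 37 deg C. Blocked degradation read as raised yellow fluorescence (Ex 488/Em 500-530).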
RGS4 inh: human RGS4 inhibition | P49798 | Transcreener GDP fluorescence polarization, RGS4-accelerated GTP hydrolysis | Potency, µM (highest dose often 114 µM), inactives show at the top dose activity change, negative = inhibition, actives largely listed as inhibitors | actives 0.039% (n = 390,000) | AID 504845; further: potency means the concentration at half of the fitted maximal effect; on the % scale 0 is the no-effect control and ±100 the full control effect; nearly all actives have a fitted effect of over 75% in size; some results filed as inactive show a strong effect at the top dose
Target sequence (P49798 whole entry, looked up): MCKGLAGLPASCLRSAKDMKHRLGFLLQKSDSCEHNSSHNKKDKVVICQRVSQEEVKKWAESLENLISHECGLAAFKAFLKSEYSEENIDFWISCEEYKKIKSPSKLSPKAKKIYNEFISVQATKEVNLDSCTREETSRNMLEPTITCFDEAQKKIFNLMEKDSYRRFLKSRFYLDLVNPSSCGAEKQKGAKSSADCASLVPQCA
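MLSMR compounds (23 nl, pin-transferred) preincubated 10 min at room temperature with a 500nM (2x) first reagent, then RGS4 at 900nM (2x) plus Transcreener GDP mix added; fluorescence polarization (620/688 nm) read before and after 90 min at 30 °C.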
LDHA block: LDHA (human) enzyme inhibition; actives 0.15% (n = 480,000); P00338; purified LDHA, NADH/diaphorase-resazurin fluorescence; hits give low values; AID 1347041; activity change, % (values are at about 110 or 230 µM); in the data active means activity change below about -30%; inconclusive means mostly about -25% to -30%;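 further: plate controls were DMSO wells for no effect and wells without enzyme for full effect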
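Resorufin fluorescence (ex540/em590), read at 0 and 20 min after diaphorase/resazurin addition, reports the NADH left after a 5 min room-temperature reaction of 2 nM human LDH5 with 0.06 mM NADH and 0.2 mM pyruvate.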
USP1 inh: blocks the human USP1/UAF1 deubiquitinase complex | recombinant USP1/UAF1, Ub-Rhodamine cleavage fluorescence | O94782 | Potency, µM (highest dose often 57.1 µM), for inactives: at the highest dose activity change, negative = inhibition, most hits filed as inhibitors | actives 0.23% (n = 390,000) | AID 743255; further: potency means the concentration at half of the fitted maximal effect; on the % scale 0 is the no-effect control and ±100 the full control effect; nearly all actives have a fitted effect of over 60% in size; inactives centre near -12
Target sequence (O94782 whole entry, looked up): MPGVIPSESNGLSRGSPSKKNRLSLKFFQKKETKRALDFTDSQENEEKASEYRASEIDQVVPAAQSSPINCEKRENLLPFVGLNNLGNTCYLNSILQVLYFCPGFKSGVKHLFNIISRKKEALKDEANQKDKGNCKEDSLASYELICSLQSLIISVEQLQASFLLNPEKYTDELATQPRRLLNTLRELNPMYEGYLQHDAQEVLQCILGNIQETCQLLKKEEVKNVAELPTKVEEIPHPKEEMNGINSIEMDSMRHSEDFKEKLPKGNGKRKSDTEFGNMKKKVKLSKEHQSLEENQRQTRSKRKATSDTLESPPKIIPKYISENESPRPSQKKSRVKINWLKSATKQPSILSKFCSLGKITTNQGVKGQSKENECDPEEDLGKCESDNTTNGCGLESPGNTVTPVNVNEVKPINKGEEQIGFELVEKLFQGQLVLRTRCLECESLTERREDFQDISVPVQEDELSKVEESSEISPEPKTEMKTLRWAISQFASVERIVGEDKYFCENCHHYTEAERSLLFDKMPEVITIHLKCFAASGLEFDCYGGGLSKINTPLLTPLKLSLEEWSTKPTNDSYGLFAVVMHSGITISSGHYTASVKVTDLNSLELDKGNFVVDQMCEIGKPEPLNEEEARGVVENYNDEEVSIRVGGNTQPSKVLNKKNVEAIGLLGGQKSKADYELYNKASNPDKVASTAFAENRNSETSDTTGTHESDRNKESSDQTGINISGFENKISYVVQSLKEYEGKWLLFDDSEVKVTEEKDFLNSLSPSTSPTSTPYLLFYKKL
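Step one: compound is pinned into 1nM USP1/UAF1 in HEPES pH 7.8 buffer with TCEP. Step two: 15 min room-temperature incubation. Step three: Ub-Rho (150nM final) starts cleavage, tracked by fluorescence over six one-minute reads.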
The depositor's hits bear a star; ? = inconclusive; · = no result given; [ ] = another dose, or the depositor's remark. Unless noted, the call rests on the fitted dose curve; in most records, active means well fitted curve in the direction sought with a large enough effect; inconclusive means small, poorly fitted or top-dose-only effect, or another doubt; inactive means no such curve, though single readings can be large; an effect the other way counts as inactive or inconclusive. The list is partial, so the mix of outcomes need not match the whole.

SMILES	GRP78 ERSR act	TrxR1 inh	Vif-A3G inh	IDH1 R132H inh	TrxR1 substrate	Vif-A3F inh	RGS4 inh	LDHA block	USP1 inh
Cc1ccc(Sc2nnc(Cc3ccccc3)c3ccccc23)cc1	2%	-9%	-12%	2%	-5%	-4%	32%	-8	-16%
O=C(CSc1ncn[nH]1)N/N=C/c1ccc(F)cc1	-1%	19%	-2%	-1%	-2%	0%	-16%	1	-24%
CC(O)c1nc(C(C)O)n(CC(=O)c2ccccc2)n1 (stereo not given)	-2%	-1%[57.1 µM]	2%	-3%	2%	0%	-11%	-4	-13%
COc1ccc(Br)cc1CN(C)C(C)C(=O)Nc1cccc(C(C)=O)c1 (stereo not given)	0%	-7%	4%	0%	-2%	-11%	-6%[11.4 µM]	-6	-8%
O=C(NCc1ccc(-c2nc3ccccc3s2)cc1)c1cc2ccccc2o1	-5%	19%	-1%	-2%	14%[57.1 µM]	-18%	6%	-9	-4%
CCCCn1c(NCc2cc(C)ccc2O)nc2ccccc21	-3%	·	-8%	8%	·	-11%	·	-1	-22%
O=C(NC(=S)Nc1ccc2oc(=O)ccc2c1)c1ccco1	4%	-36%	5%	4%	6%[11.4 µM]	22%	-15%	-1	-18%
CCN(CC(=O)Nc1ccc(NC(C)=O)cc1)C(=O)c1c(C)nn(Cc2ccc(C)cc2)c1Cl	-2%	31%[activator]	-1%	0%	8%	-15%	22%	-3	-15%
O=C(Nc1ccccc1C(=O)N1CCN(c2ccccc2)CC1)c1ccco1	-7%	-6%	-7%	5%	1%	0%	-2%[56.9 µM]	2	-17%
COc1cc(C2C(C#N)=C(N)N(N(C)C)C3=C2C(=O)CC(C)(C)C3)ccc1O (stereo not given)	-2%	11%	-3%	-6%	0%	2%	-16%	-3	-21%
CC(=O)c1ccc(S(=O)(=O)Nc2cccc(-c3ccc(N4CCCCC4)nn3)c2)cc1	-5%	20%[57.1 µM]	0%	3%	-1%[57.1 µM]	-1%	14%	-8	-23%
CCN(CC)CCNC(=O)c1ccc(NC(=O)c2cccc(S(=O)(=O)N3CCc4ccccc43)c2)cc1	-5%	-9%	?	9%	-9%	?	-21%	-6	-12%
O=C(NCc1cccs1)C(=O)NCC(c1ccco1)N1CCN(c2ccccc2F)CC1 (stereo not given)	-3%	18%	9%	1%	3%	0%	24%[11.4 µM]	-3	-7%
COC(=O)/C=C1/S/C(=N/NC(=O)c2ccccc2)NC1=O	2%	-2%	-9%	0%	-11%	-8%	5%	7	3%
COc1ccc(CCNc2nc(=O)[nH]nc2C)cc1OC	-1%	1%	0%	7%	-2%	-7%	18%	-10	-9%
CCCN(CCC)CCCNC(=O)c1cc2c(=O)[nH]c3ccccc3c2s1	-2%	3%	1%	-6%	56%[activator]	-12%	-8%[56.9 µM]	7	-19%
C[C@H](CO)N1C[C@H](C)[C@@H](CN(C)S(=O)(=O)c2cn(C)cn2)Oc2ccc(NC(=O)Nc3ccc4c(c3)OCO4)cc2C1=O	3%	2%	5%	16%	15%	1%	-7%	12	-19%
Cc1cccc(C)c1OCC(O)CN1CCCCC1 (stereo not given)	-4%	33%	0%	0%	0%	5%	-1%	-8	-2%
CCCCNC(=S)N(C)/N=C/c1ccc(OCC(=O)Nc2c(C)cc(C)cc2C)c(OC)c1	-5%	-6%	-9%	2%	-16%	-14%	20%	-8	0%
Cc1ccc(C(=O)NCC(=O)Nc2ccncc2)cc1C	-2%	39%[activator]	-1%	-2%	14%	1%	22%	-9	-9%
CC(=O)Nc1ccc(S(=O)(=O)N(C)CC(=O)OCC(=O)N2CCCCC2)cc1	-6%	13%	-2%	2%	5%	8%	4%	-9	-21%
Cc1oc(/C=N/NC(=O)CN(c2ccccc2Br)S(C)(=O)=O)cc1Br	0%	?	3%	2%	14%	-6%	7%	-2	-10%
Cc1cccc(-c2c3c(=O)n(C)c(=O)n(C)c3cn2-c2cc(N)c(Cl)cc2Cl)c1	-2%	15%	6%	35µM*	13%	2%	-21%	20	-15%
CC1C(=O)N2CCCc3cc(S(=O)(=O)N4CCN(c5ccc(F)cc5)CC4)cc1c32 (stereo not given)	1%	-8%	-5%	-11%	-14%	-3%	3%	0	-21%
c1ccc(-c2nc3nc4ccccc4nc3n2CC2CCCO2)cc1 (stereo not given)	2%	1%	-5%	-1%	134%[activator]	-3%	6%	-6	-17%
O=S(=O)(/C=C/c1ccccc1)N1CCN(Cc2ccc3c(c2)OCO3)CC1	2%	1%	-2%	-5%	-3%	0%	0%	-10	-7%
COc1cnc(SCc2ccc(Cl)c(Cl)c2)nc1Cl	-5%	-18%	-7%	2%	-11%	-8%	-17%	4	-8%
Oc1ccc(-c2n[nH]c(=S)n2Cc2ccco2)cc1	-3%	?	0%	2%	-1%	-10%	-27%	-5	-7%
CCOCC(=O)Nc1c(C(=O)Nc2ccc3c(c2)OCCO3)oc2ccccc12	1%	-2%[57.1 µM]	3%	5%	-17%[57.1 µM]	3%	-1%	2	-16%
CCC(=NC(C)c1ccccc1)c1c(O)n(C)c(=O)n(C)c1=O (stereo not given)	0%	5%	-2%	-2%	-7%	-3%	16%	-14	-13%
CCCCC(CC)CNC(=O)C(=O)c1ccccc1NC(C)=O (stereo not given)	-4%	1%[57.1 µM]	-5%	22%	7%[57.1 µM]	6%	13%	-4	-3%
COc1ccc(-n2c(=O)c3c4c(sc3n(CC(=O)NCC3CCCO3)c2=O)CCCC4)c(OC)c1 (stereo not given)	-6%	17%	-8%	-1%	-2%	-4%	10%	-6	4%
CCCCNC(=O)CSc1nc2ccsc2c(=O)n1C1CCN(C(=O)OCC)CC1	0%	36%[activator]	1%	8%	18%	12%	15%	-5	-7%
CC(C)[C@H](NC(=O)c1ccccc1)C(=O)OCC(=O)NCc1ccc(F)cc1	-1%	0%[57.1 µM]	1%	0%	6%[57.1 µM]	9%	23%	-4	-18%
COc1ccc(C(=O)Nc2cccc(S(=O)(=O)NC3=NCCCCC3)c2)cc1	-3%	22%	1%	2%	1%	1%	-31%	0	-22%
O=C(Nc1ccc(C(=O)N2CCN(c3ccccc3F)CC2)cc1)c1nsc2ccccc12	-6%	12%[57.1 µM]	1%	-7%	0%[57.1 µM]	-1%	-10%	-1	-22%
Cc1c(OCC(=O)N[C@@H](CSCc2ccccc2)C(=O)O)ccc2c3c(c(=O)oc12)CCC3	0%	4%	-2%	1%	19%	2%	-9%	-2	-26%
Cc1ccc(-n2c(=O)c3cccnc3n2CC(=O)NCc2ccc(Cl)cc2)cc1	0%	18%	1%	-13%	15%	-9%	15%	-15	-14%
CN(Cc1c(C(=O)N2CCCCCCC2)nc2ccc(Cl)cn12)C1CCOC1 (stereo not given)	-7%	-5%	0%	3%	-2%	3%	13%	-5	-6%
Cc1cc([N+](=O)[O-])c(-c2ccc(/C=N/n3cnnc3)o2)cc1Cl	10%	7%	-16%	6%	12%	-6%	-29%	14	-9%
CCc1cccc(C)c1NC(=O)CCCSc1nc2ccccc2s1	-3%	-18%	2%	-1%	-16%	-8%	-19%	-6	-25%
O=C(CN(C(=O)CCNC(=O)c1ccco1)c1ccccc1)NC1CCCC1	1%	-13%	2%	0%	3%	-5%	-20%	-6	-10%
N#Cc1cn(CC(=O)O)c2ccccc12	2%	-6%[57.1 µM]	2%	1%	-4%	-10%	30%	0	3%
CNS(=O)(=O)c1ccc2nc(NC(=O)/C=C/c3ccco3)sc2c1	-1%	?	-26%	-1%	10%[57.1 µM]	-22%	-37%	-6	6%
COCCSc1nnc(NC(=O)CCS(=O)(=O)Cc2ccccc2)s1	-3%	27%	-10%	5%	6%	2%	-16%	-4	-26%
CN(C)CCOC(=O)Cc1ccc(Cl)cc1	-3%	3%[57.1 µM]	0%	2%	-2%[57.1 µM]	5%	33%	-5	1%
O=C(CN1CCCN(Cc2cccc(Cl)c2)S1(=O)=O)Nc1ccc2c(c1)OCCO2	-4%	3%[57.1 µM]	-1%	-5%	-2%[57.1 µM]	-6%	14%	-2	?
COc1cc(OC)c(OC)cc1CNC(=O)CCN1C(=O)c2cccc([N+](=O)[O-])c2C1=O	-4%	-13%	5%	0%	-2%	1%	-2%	-2	-26%
Cc1ccc(CNC(=O)c2ccc3c(c2)NC(=O)C(CS(=O)(=O)Cc2cccc(C)c2)N3)cc1 (stereo not given)	-1%	7%	-13%	0%	9%	22µM*	-2%	-1	?
COc1ccc(/C=C/C(=O)NNC(=O)C(C)Oc2ccccc2F)cc1OC (stereo not given)	-5%	0%	-6%	14%	5%	-5%	-20%	0	-23%

Printed as active in Vif-A3F inh, of those listed so far:
SMILES | TrxR1 inh | Vif-A3G inh | TrxR1 substrate | Vif-A3F inh | RGS4 inh | LDHA block | USP1 inh
Cc1ccc(CNC(=O)c2ccc3c(c2)NC(=O)C(CS(=O)(=O)Cc2cccc(C)c2)N3)cc1 (stereo not given) | 7% | -13% | 9% | 22µM* | -2% | -1 | ?
